Assay outcomes as filed in PubChem BioAssay.
Giardia FBPA inh – Giardia lamblia aldolase inhibition; AID 2451; hit rate 0.71% among 290,000; purified Giardia FBPA; Potency, µM (doses to about 59.6 µM), for inactives: top-dose activity, negative = inhibition, usual class: inhibitors; also: potency is read from the fitted curve at half-maximal effect; nearly all actives have a fitted effect of over 55% in size
Target sequence (A8B2U2 whole entry, looked up): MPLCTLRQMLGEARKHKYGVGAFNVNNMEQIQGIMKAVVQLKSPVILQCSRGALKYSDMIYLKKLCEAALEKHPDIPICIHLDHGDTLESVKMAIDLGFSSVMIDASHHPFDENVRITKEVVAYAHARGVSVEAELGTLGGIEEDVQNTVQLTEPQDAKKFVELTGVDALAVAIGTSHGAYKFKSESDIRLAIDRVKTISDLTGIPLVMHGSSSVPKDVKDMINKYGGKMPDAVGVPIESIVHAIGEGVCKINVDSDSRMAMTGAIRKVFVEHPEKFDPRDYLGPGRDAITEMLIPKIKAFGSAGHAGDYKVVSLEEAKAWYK
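Giardia FBPA (40 nM reagent) was preincubated 10 min at RT with compound (up to 57.5 uM final), then substrate plus GAPDH/TPI/NAD/arsenate coupling system with diaphorase/resazurin was added; resorufin fluorescence (525/598 nm) was read after 20 min.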
Sm TGR block – S. mansoni TGR enzyme inhibition; Q962Y6; purified TGR, DTNB reduction, TNB absorbance 405 nm; Potency, µM (highest dose often 114 µM), for inactives: top-dose activity change, negative = inhibition, actives largely listed as inhibitors; hit rate 3% among 360,000; AID 485364; also: potency is read from the fitted curve at half-maximal effect; nearly all actives have a fitted effect of over 60% in size
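TGR 20 nM + NADPH 100 uM (dispensed conc.), cpd preinc 15 min RT; start with NADPH (500 uM addition) then DTNB (15 mM addition). Kinetic TNB absorbance, 405 nm filter. Four-parameter Hill fit across titration.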
AmpC detergent – AmpC beta-lactamase inhibition with detergent present; Potency, µM (doses to about 114 µM), inactives show at the top dose activity change, negative = inhibition, usual class: inhibitors; AmpC hydrolysis of nitrocefin, absorbance 480 nm, 0.01% Triton; P00811; AID 485294; hit rate 0.041% among 370,000;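 also: potency is read from the fitted curve at half-maximal effect; 0% = no-compound wells and -100% = no-enzyme wells; nearly all actives have a fitted effect of over 25% in size; some results filed as inactive show a strong effect at the top dose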
Target sequence (P00811 whole entry, looked up): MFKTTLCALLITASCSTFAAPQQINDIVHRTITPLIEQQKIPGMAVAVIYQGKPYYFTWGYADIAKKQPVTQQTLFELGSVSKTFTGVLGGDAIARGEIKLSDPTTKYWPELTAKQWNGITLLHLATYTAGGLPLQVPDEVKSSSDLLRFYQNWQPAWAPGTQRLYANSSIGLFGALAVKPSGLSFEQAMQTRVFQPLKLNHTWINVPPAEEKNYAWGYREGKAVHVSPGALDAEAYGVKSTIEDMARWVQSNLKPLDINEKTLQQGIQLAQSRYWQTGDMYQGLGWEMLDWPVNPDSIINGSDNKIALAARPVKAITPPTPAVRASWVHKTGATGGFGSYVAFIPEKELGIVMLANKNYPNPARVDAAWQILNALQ
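20 mM phosphate pH 7.0 + 0.01% (detergent screen) or 0.0001% Triton X-100; 5.3 nM AmpC reagent; cpd preinc 15 min RT; nitrocefin (800 uM stock) to start; A480 q20 s × 4 min; Activity was normalised to no-enzyme and no-compound control wells.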
AmpC inh no detg – inhibitors of E. coli AmpC beta-lactamase without detergent. P00811. AmpC nitrocefin hydrolysis, absorbance 480 nm, 0.0001% Triton. Potency, µM (series often up to 57.1 µM), inactives show top-dose activity change, negative = inhibition, actives largely listed as inhibitors. hit rate 0.52% among 330,000. AID 485341;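 also: potency is read from the fitted curve at half-maximal effect; plate controls were no compound for no effect and no enzyme for full effect; nearly all actives have a fitted effect of over 20% in size; some results filed as inactive show a strong effect at the top dose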
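AmpC (5.3 nM in the dispensed reagent) in 20 mM phosphate pH 7.0 with 0.01% (detergent screen) or 0.0001% Triton X-100 was preincubated with compounds for 15 min at room temperature. Nitrocefin was then added from an 800 uM solution, and hydrolysis was followed at 480 nm.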
HCMV antiviral – inhibitors of human cytomegalovirus. HFF cells, HCMV-luciferase reporter, 72 h; stronger effect = lower value. activity change, negative = inhibition, % at 57.5 µM. hit rate 4.5% among 410,000; in the data active = activity change below about -60%; inconclusive = no clear call, values can overlap the other calls; inactive = above about -39%
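Screen run at 2 compound doses on HFFs infected with reporter HCMV, MOI 1 PFU/cell. Luciferase activity from cell lysates at 72 h post infection gave inhibition relative to buffer-only and Salinomycin wells.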
HCV inhibitor – HCV inhibition. Huh7.5.1 HCVcc-Cre infection, luciferase reporter, 44 h. Potency, µM (top dose mostly 41.8 µM), for the others: top-dose activity change, negative = inhibition, usual class: inhibitors. hit rate 3.4% among 340,000. AID 651820; also: potency is read from the fitted curve at half-maximal effect
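Reporter virus HCVcc-Cre (~0.5 moi) infects cells exposed to compound; seeding density 1,000 cells/well with 4 h settling beforehand. Luminescence, 15 sec read, taken 44 h post-infection following a 15 min RT substrate incubation.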
An asterisk follows results filed as active; ? = inconclusive; / = no result given; [ ] = remark or other dose. Unless noted, calls follow the shape of the dose curve; as a rule, active = well fitted curve in the direction sought with a large enough effect; inconclusive = small, poorly fitted or top-dose-only effect, or another doubt; inactive = no such curve, though single readings can be large; an effect the other way counts as inactive or inconclusive. Unless noted, % is scaled to controls: 0 for no effect and ±100 for the full control effect.

1. Cn1nc(C(C)(C)C)cc1C(=O)NNC(=O)c1ccc(C(F)(F)F)cc1
2. CCCc1nnc(NC(=O)C2CCN(C(=O)C3CC(=O)N(c4ccc(C)cc4)C3)CC2)s1 (configuration not stated)
3. COc1ccc(-c2csc(NC(=O)C3CC(=O)N(Cc4ccco4)C3)n2)cc1 (configuration not stated)
4. Cc1ccc(Cl)cc1N1CCN(C(=O)c2ccc(CS(=O)c3ccccc3)o2)CC1 (configuration not stated)
5. O=[N+]([O-])c1cc(S(=O)(=O)C(F)(F)F)ccc1NCC1CCCO1 (configuration not stated)
6. COc1ccc(CNC(=O)CCc2c(C)c3cc4c(C)coc4cc3oc2=O)cc1
7. CC(NC(=O)C1CCN(C(=O)N2CCOc3ccccc32)CC1)c1ccccc1 (configuration not stated)
8. N#CCOC(=O)C1CSC2(c3ccc(Br)cc3)CCC(=O)N12 (configuration not stated)
Compound | 1 | 2 | 3 | 4 | 5 | 6 | 7 | 8
HCV inhibitor | ? | -1% | ? | / | -20% | / | / | 22%
AmpC detergent | -2% | -4% | -15% | 3% | ? | 16% | 16% | ?
AmpC inh no detg | 2% | 118%[activator] | -3% | / | 3% | / | / | -8%[11.4 µM]
Sm TGR block | 9% | -10% | 35µM* | -3% | 11% | 49%[activator] | 1% | -12%
HCMV antiviral | -39 | -17 | -5 | -20 | -21 | -10 | 11 | ?
Giardia FBPA inh | 3% | -2% | -5% | / | 7% | / | / | 0%

9. O/N=C1\CCC2CN(C3CCCCC3)CC2C1 (configuration not stated)
10. Cc1ccc2nc(S(=O)(=O)O)[nH]c2c1
11. CCn1c2ccccc2c2cc(NC(=O)CSc3nccc(=O)[nH]3)ccc21
12. CCN(CC)C(=S)Nc1ccc(C(=O)OC)cc1
13. Cn1cc(CN2CCC(C(=O)N3CCCCC3)CC2)c(-c2ccccc2F)n1
14. Cc1ccc(Cl)cc1-n1ncc2c(NC3CCCCC3)ncnc21
15. Cn1cc(-c2ccccc2C(=O)O)c(=O)c2ccccc21
16. O=S1(=O)N[C@@H](CC2CCCCC2)COc2cc(Br)ccc21
Compound | 9 | 10 | 11 | 12 | 13 | 14 | 15 | 16
HCV inhibitor | 19% | 15% | ? | -25% | 7% | / | 19% | 1%
AmpC detergent | -15% | ? | 2% | 2% | -3% | 4% | -12% | /
AmpC inh no detg | -6% | -5% | -44% | -24% | -16% | / | -17% | -39%
Sm TGR block | 0% | -6% | 2% | 6% | ? | 4% | 2% | /
HCMV antiviral | 6 | -8 | -37 | 72 | 4 | -78* | -15 | -23
Giardia FBPA inh | -30% | 6% | 14% | -2% | -3% | / | -1% | /

17. Cn1cc([N+](=O)[O-])c(C(=O)Nc2ccc(C(=O)N3CCCCC3)cc2)n1
18. Cc1cc(C)n2nc(SCC(=O)N3CCN(c4ccccc4)CC3)nc2n1
19. N#CC(C(=O)NC1CCCCC1)c1nc2ccccc2nc1N1CCN(c2ccccc2F)CC1 (configuration not stated)
20. CCN1CCCC1CNC(=O)C(=O)Nc1ccccc1OC (configuration not stated)
21. COc1ccc(NC(=O)c2ccccc2SC)c(OC)c1
22. CC(=O)Nc1ccc(NC(=O)CSc2ccc3nnc(CCNS(=O)(=O)c4ccc(C)cc4)n3n2)cc1
23. COc1ccc(CNC(=O)CN(C)c2nn3c(=O)cc(C)nc3s2)cc1
24. COc1ccc(C(=O)OCCN2CCCCC2)cc1
Compound | 17 | 18 | 19 | 20 | 21 | 22 | 23 | 24
HCV inhibitor | -6% | 14% | 20% | 5% | -27% | 10% | / | 16%
AmpC detergent | -4% | / | 7% | -4% | -11% | -11% | 22% | 3%
AmpC inh no detg | 3% | 32% | -14% | -16% | -10% | 8% | / | -9%
Sm TGR block | 8% | / | 4% | 3% | 2% | 1% | -7% | 14%
HCMV antiviral | -34 | 7 | -6 | -26 | -39 | 26 | 5 | -29
Giardia FBPA inh | 1% | / | -14% | -8% | 3% | 10% | / | -3%

25. CCOc1cccc(/C=C/c2ccc3cccc(O)c3n2)c1OC
26. NC(=O)c1c(NC(=O)CN2CCCC2)sc2c1CCCC2
27. CC(C(=O)Nc1ccc2c(c1)OCCO2)N(C)CC(=O)Nc1ccccc1Br (configuration not stated)
28. COc1cccc(/C=N/NC(=O)CSc2ccccc2C)c1O
29. COc1ccc(CNC(=O)C2CCCN(S(=O)(=O)c3c(C)nn(C)c3C)C2)cc1 (configuration not stated)
30. O=C(NCCOC(=O)c1ccccc1)c1ccccc1
31. CCOC(=O)C1=C(C)NC(=O)NC1c1cc(C)sc1C (configuration not stated)
32. COc1ccccc1NC(=O)NC1(C(=O)N2CCCCCC2)CCCCC1
Compound | 25 | 26 | 27 | 28 | 29 | 30 | 31 | 32
HCV inhibitor | ? | ? | -28% | ? | -3% | 2% | 1% | 1%
AmpC detergent | 3% | -15% | 0% | -8% | ? | 3% | -4% | ?
AmpC inh no detg | -35% | 46% | -14% | -22% | -3% | -18% | -17% | -7%
Sm TGR block | 2% | 0% | -17% | 1% | 3% | -1% | -2% | 0%
HCMV antiviral | -93* | 25 | -23 | 62 | 14 | -31 | 72 | 2
Giardia FBPA inh | 23% | 3% | / | -12% | 0% | / | 4% | 0%

33. CCOc1ccc(-c2nn[nH]n2)cc1
34. CC(C)=C1C2CC2C2C(C(=O)O)C12 (configuration not stated)
35. CC(NC(=O)Cn1c(NCCO)nc2ccccc21)C1CC2CCC1C2 (configuration not stated)
36. Cn1c(=Nc2ccc(N3CCOCC3)cc2)ccc2ccccc21
37. CC1CCCC(NC(=O)C2N(CCCN3CCCC3)C(=O)C3C(C(=O)Nc4cccc(Cl)c4)C4C=CC32O4)C1C (configuration not stated)
38. Cc1nc(C(=O)Nc2ccccc2)sc1C1(C)CC(c2cccnc2)=NO1 (configuration not stated)
39. CN(Cc1ccccc1)C(=O)c1ccco1
40. Cc1nc2ccccc2c(=O)n1-c1ccc(F)c(NS(=O)(=O)c2ccccc2F)c1
Compound | 33 | 34 | 35 | 36 | 37 | 38 | 39 | 40
HCV inhibitor | 29% | 4% | -15% | -8% | -30% | -21% | 7% | 6%[8.37 µM]
AmpC detergent | -5% | -2% | -8% | ? | 0% | -5% | -6% | ?
AmpC inh no detg | -17% | -4% | 28% | -12% | 51% | 75%[activator] | -3% | ?
Sm TGR block | -14% | 6% | 0% | 0% | -14% | -1% | 1% | -5%
HCMV antiviral | 22 | -8 | -15 | -4 | 15 | -15 | -14 | -7
Giardia FBPA inh | 2% | 6% | 2% | -1% | -12% | 7% | -2% | /

A second format for part of the listing above.
22) CC(=O)Nc1ccc(NC(=O)CSc2ccc3nnc(CCNS(=O)(=O)c4ccc(C)cc4)n3n2)cc1
  HCV inhibitor = 10%	AmpC detergent = -11%	AmpC inh no detg = 8%	Sm TGR block = 1%	HCMV antiviral = 26	Giardia FBPA inh = 10%

23) COc1ccc(CNC(=O)CN(C)c2nn3c(=O)cc(C)nc3s2)cc1
  HCV inhibitor = /	AmpC detergent = 22%	AmpC inh no detg = /	Sm TGR block = -7%	HCMV antiviral = 5	Giardia FBPA inh = /

24) COc1ccc(C(=O)OCCN2CCCCC2)cc1
  HCV inhibitor = 16%	AmpC detergent = 3%	AmpC inh no detg = -9%	Sm TGR block = 14%	HCMV antiviral = -29	Giardia FBPA inh = -3%

25) CCOc1cccc(/C=C/c2ccc3cccc(O)c3n2)c1OC
  HCV inhibitor = ?	AmpC detergent = 3%	AmpC inh no detg = -35%	Sm TGR block = 2%	HCMV antiviral = -93*	Giardia FBPA inh = 23%

(listing goes on)
41. CCCc1cc(=O)oc2cc(C)cc(OCC(=O)NC(Cc3c[nH]c4ccc(O)cc34)C(=O)O)c12 (configuration not stated)
42. CCc1nnc(NC(=O)CN2CCN(C3CCCCC3)CC2)s1
43. COc1ccc(OCC(=O)N2CCCC(N3CCN(c4ccccc4C)CC3)C2)cc1 (configuration not stated)
44. CC1CCN(c2ncnc3c2cnn3Cc2ccc(Cl)cc2)CC1
45. C=CCOc1c(Br)cc(CNc2ccc(NC(=O)C(C)C)c(OC)c2)cc1OC
46. CC[n+]1c(/C=C/c2ccc(OC)c(OC)c2)ccc2ccccc21
47. CCOCCCNC(=O)Cn1nc(C)n2c(cc3cc(C)ccc32)c1=O
48. O=S(=O)(CC(CN1CCOCC1)N1CCOCC1)c1ccccc1 (configuration not stated)
Compound | 41 | 42 | 43 | 44 | 45 | 46 | 47 | 48
HCV inhibitor | -2% | 14% | ? | ? | 10µM* | 2% | / | 23%
AmpC detergent | -6% | -8% | -12% | -13% | -2% | -13% | -4% | 6%
AmpC inh no detg | -39% | -3% | 159%[activator] | 40% | 58% | -9% | / | -11%
Sm TGR block | 0% | 5% | 0% | 3% | -6% | -34% | 3% | 1%
HCMV antiviral | -12 | 0 | 8 | -21 | -98* | 47 | 0 | -29
Giardia FBPA inh | -11% | ? | / | 3% | ? | -3% | / | 0%

49. N=C1/C(=C/c2cccs2)C(=O)N=C2SN=C(SCc3ccccc3)N12
50. O=S(=O)(Nc1cccc(-n2cnnn2)c1)c1ccc(Cl)cc1
51. CN(C)C(CNC(=O)Cc1cccc(C(F)(F)F)c1)c1ccco1 (configuration not stated)
52. CN(C)CCNC(=O)c1ccc2c(=O)n(Cc3ccc(Cl)cc3)c(=S)[nH]c2c1
53. Cc1ccc(NC(=O)c2cc(-c3cccs3)nc3ccccc23)nc1
54. COc1cc2c(cc1OC)CN(C(=S)Nc1ccc(C)cc1C)CC2
55. O=C(NCc1ccco1)C1CC(c2ccc(Cl)cc2)=NO1 (configuration not stated)
56. Cc1noc(N)c1C(=O)Nc1ccc(F)c(Cl)c1
57. Oc1ccc(CNc2ccc(F)cc2)c2cccnc12
58. Cc1ccsc1C(=O)OCC(=O)N1CCOCC1
59. CCC(C)(C)n1nnnc1C(c1cc2cc(C)cc(C)c2[nH]c1=O)N1CCN(Cc2ccc3c(c2)OCO3)CC1 (configuration not stated)
Compound | 49 | 50 | 51 | 52 | 53 | 54 | 55 | 56 | 57 | 58 | 59
HCV inhibitor | -20% | 3% | 7% | ? | -26% | -8% | 4% | -3% | ? | 14% | 23%
AmpC detergent | 3% | -1% | 6% | 3% | 6% | ? | 4% | 3% | ? | -15% | 2%
AmpC inh no detg | -51% | -38% | -23% | -5% | -50% | -3% | -22% | -30% | -34% | -8% | 77%[activator]
Sm TGR block | -21% | -1% | -24% | 45µM* | ? | 10% | 0% | 8% | ? | 0% | ?
HCMV antiviral | 50 | -30 | -1 | 12 | -37 | -7 | 23 | -11 | -14 | 91 | -60*
Giardia FBPA inh | 21% | / | -9% | 19% | -19% | 1% | 6% | 4% | 0% | 2% | -12%

An excerpt of these results, with each value named.
51: CN(C)C(CNC(=O)Cc1cccc(C(F)(F)F)c1)c1ccco1 (configuration not stated)
- HCV inhibitor: 7%
- AmpC detergent: 6%
- AmpC inh no detg: -23%
- Sm TGR block: -24%
- HCMV antiviral: -1
- Giardia FBPA inh: -9%

52: CN(C)CCNC(=O)c1ccc2c(=O)n(Cc3ccc(Cl)cc3)c(=S)[nH]c2c1
- HCV inhibitor: ?
- AmpC detergent: 3%
- AmpC inh no detg: -5%
- Sm TGR block: 45µM*
- HCMV antiviral: 12
- Giardia FBPA inh: 19%
